High-throughput results from PubChem BioAssay.
TCR CD3 inh: inhibitors of human TCR-CD3 interaction | TAMRA-labeled TCR probe fluorescence, biochemical | inhibition, % at 9.4 µM | 0.37% of 360,000 active; in the data active = inhibition above about 19%;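 note: recombinant mutant TCR 2C K166C tagged with TAMRA read by polarization; 0% = receptor in buffer alone and 100% = receptor with positive control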
LEDGF integ inh: blocks HIV-1 LEDGF/p75-dependent DNA integration | TR-FRET IN-LEDGF/p75 DNA integration, Eu/Cy5 | inhibition, % at 3.7 µM | 0.64% of 370,000 active | AID 743269;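 active = inhibition above the screen-wide mean plus 3 SD, cut at about 13% in these data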;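 note: signal is the Cy5 over europium emission ratio at 671 and 618 nm; 0% = plate median of compound wells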
HTRA1 inh: HTRA1 (human) protease inhibition | Q92743 | recombinant HTRA1, FP-rhodamine activity-based probe, fluorescence polarization | inhibition, % at 5.96 µM | 0.5% of 340,000 active; in the data active = inhibition above about 36%;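 note: 0% = enzyme with DMSO and 100% = wells lacking enzyme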
PRMT1 FP inh: blocks human protein arginine methyltransferase 1 | AID 652257 | inhibition, % at 2.79 µM | recombinant PRMT1, activity-based probe fluorescence polarization | 1.3% of 370,000 active | Q99873;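 active = inhibition above about 21% made by adding two undisclosed values, limit read from the data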
GC-B act: GC-B (human) receptor activation. 0.11% of 370,000 active. P20594. activation, % at 10 µM. HEK293-GC-B cells, CNP EC30, cGMP TR-FRET; 0% at EC30 CNP, 100% saturating CNP;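 active = activation at 10 µM reaching about 35% in either raw or pattern-adjusted values, limit read from the data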
ABHD4 inh: inhibits mouse alpha/beta hydrolase domain 4; 0.54% of 370,000 active; purified mABHD4, FP-Rh probe fluorescence polarization; Q8VD66; AID 720543; inhibition, % at 8.92 µM;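 active = inhibition exceeding the mean over every tested compound plus 3 SD, cut at about 30% in these data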;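 note: 0% = plate median of compound wells and 100% = S159A mutant with DMSO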
Target sequence (Q8VD66 whole entry, looked up, the tested form may be a part): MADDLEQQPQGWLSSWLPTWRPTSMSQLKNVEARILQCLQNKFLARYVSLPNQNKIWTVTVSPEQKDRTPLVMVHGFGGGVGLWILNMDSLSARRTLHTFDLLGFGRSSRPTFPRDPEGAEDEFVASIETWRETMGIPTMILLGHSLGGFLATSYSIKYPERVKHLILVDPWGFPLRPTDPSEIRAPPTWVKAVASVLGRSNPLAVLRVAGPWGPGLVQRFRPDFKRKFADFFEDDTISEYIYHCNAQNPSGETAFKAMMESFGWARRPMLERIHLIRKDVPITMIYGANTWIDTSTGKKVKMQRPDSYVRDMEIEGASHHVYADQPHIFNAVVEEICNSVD
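assay system = mABHD4 protein | compound dosing = single nominal dose of 8.92 µM, 0.89% DMSO final | read-out basis = percent inhibition of probe binding, normalized to plate controls | schedule = Enzyme–compound pre-incubation 45 min, then probe 60 min, both 25 °C | detection = fluorescence polarization, excitation 525 nm, emission 598 nm, BODIPY TMR filters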
rCAG RNA binder: r(CAG) repeat RNA binding | TO-PRO-1 dye displacement fluorescence | 1.3% of 370,000 active | inhibition, % at 3 µM | AID 651821;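 active = inhibition above the plate cutoff, the mean of all test compounds on that plate plus 3 SD, cut at about 35% in these data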;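 note: 0% = DMSO alone and 100% = 100 µM mitoxantrone as full dye displacement; higher means more dye released from RNA so lower well fluorescence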
SIAE primary: human SIAE inhibition, primary screen | SIAE FP-Rh probe binding, fluorescence polarization | AID 1053197 | 0.69% of 370,000 active | inhibition, % at 9.66 µM;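 active = inhibition above a cutoff: mean of compounds within the control limits plus 3 SD of those, cut at about 17% in these data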;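 note: 0% = plate median of compound wells and 100% = probe without SIAE protein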
Target sequence (Q9HAT2 whole entry, looked up): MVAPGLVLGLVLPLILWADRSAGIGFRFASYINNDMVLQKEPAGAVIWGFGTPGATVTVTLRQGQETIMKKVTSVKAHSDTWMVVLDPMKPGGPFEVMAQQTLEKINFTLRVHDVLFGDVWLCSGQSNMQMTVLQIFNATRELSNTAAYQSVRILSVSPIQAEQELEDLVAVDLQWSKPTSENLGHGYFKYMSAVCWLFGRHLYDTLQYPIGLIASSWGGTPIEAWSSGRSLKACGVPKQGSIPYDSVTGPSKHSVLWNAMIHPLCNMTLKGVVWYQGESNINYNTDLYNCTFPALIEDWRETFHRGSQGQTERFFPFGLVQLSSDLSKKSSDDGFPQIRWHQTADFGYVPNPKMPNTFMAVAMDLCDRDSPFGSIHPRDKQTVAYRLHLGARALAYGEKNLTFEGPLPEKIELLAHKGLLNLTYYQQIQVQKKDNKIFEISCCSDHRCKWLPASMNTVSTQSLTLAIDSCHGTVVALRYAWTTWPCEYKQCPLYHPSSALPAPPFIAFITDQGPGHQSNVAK
TDP2 absorb: blocks human TDP2 phosphodiesterase activity | O95551 | recombinant TDP2, T5PNP hydrolysis, p-nitrophenol absorbance 415 nm | inhibition, % at 12.8 µM | 0.34% of 370,000 active | AID 720702;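 active = inhibition above the mean of all tested compounds plus 3 SD, set per campaign, cut at about 25% in these data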;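 note: 0% = DMSO with enzyme and 100% = buffer with substrate but no TDP2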
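Evaluation: % inhibition relative to enzyme-containing and enzyme-free wells. Material: recombinant human TDP2. Benchmarks: enzyme-free and DMSO wells. Timing: enzyme reaction with compound for 2 h at 37 °C. Compound dosing: 12.8 µM only. Measured by: p-Nitrophenol epi absorbance. Reagent: T5PNP substrate at 5 mM, a TopII-DNA adduct mimic. Replication: single well per compound.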
MBD2 DNA inh: inhibitors of human MBD2 binding to methylated oligonucleotide | Q9UBB5 | TR-FRET | inhibition, % at 4.4 µM | 0.31% of 370,000 active; in the data active = inhibition above about 13%
* hit, by the source's call; nt = no result given.

compound	SIAE primary	ABHD4 inh	TCR CD3 inh	LEDGF integ inh	MBD2 DNA inh	rCAG RNA binder	TDP2 absorb	PRMT1 FP inh	HTRA1 inh	GC-B act
COc1ccc(S(=O)(=O)N(C)c2ccc(C(=O)N3CCCCC3)cc2)cc1OC	9.4	-8.6	0.7	5.2	-1.9	1.8	-4.0	-1.4	-3.8	-0.7
CC1CCN(C(=O)COC(=O)Cc2c[nH]c3ccccc23)CC1	7.0	0.2	-2.0	0.7	-1.7	-4.0	0.2	-4.3	9.5	2.8
CNC(=O)CN(CCc1ccccc1)S(=O)(=O)c1ccc(OC)cc1	-5.9	-1.8	8.0	2.0	-2.1	0.0	9.4	-5.0	0.7	4.9
Cn1c(=O)n(CC(=O)NCC2CCCO2)c(=O)c2c3c(sc21)COC(C)(C)C3 (stereo unspecified)	0.1	-7.5	1.4	1.8	2.4	-1.1	-14.8	-1.8	7.8	3.4
Nc1c(C(=O)Nc2ccc3c(c2)OCCO3)nnn1Cc1ccc(Br)cc1	6.3	-1.4	0.5	-1.6	0.5	3.1	-6.9	0.8	-1.9	-3.3
CC(=O)N(c1ccc(C)cc1)C1C=CS(=O)(=O)C1 (stereo unspecified)	1.6	3.8	8.9	0.4	0.6	-0.4	-1.2	-0.2	3.6	0.1
CN(C(=O)c1cccc(N2C(=O)C3C4C=CC(C4)C3C2=O)c1)C1CCCCC1 (stereo unspecified)	18.8*	-0.8	4.2	0.1	3.2	-5.9	-8.0	-2.7	5.9	6.3
CCOc1cc(NS(=O)(=O)CC)c(OCC)cc1NC(=O)c1ccco1	1.1	4.1	1.6	-3.0	-7.0	0.3	9.2	1.6	-5.1	-4.6
CCCN(Cc1cc2cc(OC)ccc2[nH]c1=O)C(=O)c1ccncc1	1.3	-5.8	-1.1	0.6	3.7	2.6	-6.2	0.0	-7.1	-0.5
CCN(CC)CCOCCn1c(C)ccc1C	13.3	-1.3	4.0	4.7	1.5	1.3	11.6	-1.2	4.2	2.7
Cc1cc(=O)[nH]c(Nc2ccccc2C)n1	-1.7	0.0	-2.0	-2.7	0.0	-2.0	13.3	0.5	3.1	2.4
Cc1cc(NC(=O)c2ccccc2)n(C)n1	-0.1	0.8	-3.8	-7.8	-1.0	2.3	-11.8	5.3	-0.7	2.6
COc1cc2nc(Cl)nc(N3CCOCC3)c2cc1OC	4.6	1.1	-3.7	-2.4	4.0	-2.4	10.1	3.0	3.8	-0.3
Cc1c(Cl)cccc1NC(=O)CCN1CCCCCC1	4.0	-10.6	3.3	0.4	2.3	-0.9	2.2	-3.7	8.6	-7.3
COC(=O)c1ccc(COc2ccc(/C=C(\C#N)c3nc4ccccc4[nH]3)cc2OC)o1	-54.5	-36.3	2.6	2.9	-5.6	17.9	9.7	-4.9	-29.5	29.2
Cc1nc(NCC2CCCO2)[nH]c(=O)c1CCC(C)C (stereo unspecified)	6.3	-0.9	3.1	0.1	-3.7	-0.9	-11.6	-1.9	-3.4	1.7
CC(C)c1ccc(NC2CCCN(C(=O)c3ccsc3)C2)cc1 (stereo unspecified)	5.3	-2.5	0.5	1.6	6.1	-6.5	-8.5	5.9	-0.1	-0.4
O=C1N(CC[C@@H](O)c2ccccc2)CCC12CCC(c1ccccc1)CC2 (stereo partly specified)	-5.3	1.0	nt	-0.3	-0.3	nt	-10.9	-2.2	nt	-1.5
N#CCSc1nc2ccccc2c(=O)n1CC1CCCC1	-4.5	0.2	-1.5	1.1	2.3	1.2	-4.3	0.9	-10.8	0.8
O=S(=O)(c1ccccc1)c1nc(-c2ccccc2Cl)oc1NCCN1CCOCC1	1.7	2.3	0.9	3.4	-1.8	-2.3	5.9	-1.2	-5.3	-2.3
C/C(=N\Nc1ccc(Cl)c(C(=O)O)c1)c1cccs1	-2.6	7.2	-0.1	2.5	2.3	10.6	-23.1	16.6	2.0	-3.0
CCOC(=O)c1cccc(NC(=O)c2ccco2)c1	-6.8	2.9	3.8	-2.4	-4.6	1.9	4.8	-0.3	-4.1	-0.1
CC(C)c1ccc(-c2nc(N3CCCCCC3)nc3n[nH]c(N)c23)cc1	-4.9	5.8	1.5	-0.3	-1.4	-1.9	5.9	-2.6	6.2	-1.2
O=C1CC(Cc2ccc(Cl)cc2)C(=O)N1c1ccccn1 (stereo unspecified)	-1.2	2.4	-3.6	-1.8	7.7	-1.3	-3.5	2.1	-6.3	4.5
CCN(C(=O)CSc1nnc(COc2ccccc2F)n1N)C1CCS(=O)(=O)C1 (stereo unspecified)	3.1	-0.2	2.4	-0.6	4.8	-3.1	4.3	0.6	-0.8	8.6

Brought forward from above: two entries, then new ones.
compound	SIAE primary	ABHD4 inh	TCR CD3 inh	LEDGF integ inh	MBD2 DNA inh	rCAG RNA binder	TDP2 absorb	PRMT1 FP inh	HTRA1 inh	GC-B act
O=C1CC(Cc2ccc(Cl)cc2)C(=O)N1c1ccccn1 (stereo unspecified)	-1.2	2.4	-3.6	-1.8	7.7	-1.3	-3.5	2.1	-6.3	4.5
CCN(C(=O)CSc1nnc(COc2ccccc2F)n1N)C1CCS(=O)(=O)C1 (stereo unspecified)	3.1	-0.2	2.4	-0.6	4.8	-3.1	4.3	0.6	-0.8	8.6
CN(C)C(=O)COc1ccc(C(=O)/C=C/c2cccnc2)cc1	2.0	-6.3	-9.9	0.0	3.5	-0.4	8.1	3.7	-3.9	-0.1
Nc1ncc(Br)cc1S(=O)(=O)Nc1ccccc1F	3.2	2.0	2.8	1.8	-8.7	6.9	6.5	-1.3	7.3	1.2
CCOC(=O)c1cc(NC(=O)/C=C\C(=O)O)ccc1Cl	4.3	10.1	-0.1	1.8	-4.3	3.1	6.1	7.2	-2.3	3.8
O=C(COC(=O)c1ccccc1NC(=O)C1CC1)c1ccc2c(c1)OCCO2	-7.0	1.5	-0.8	-0.3	-0.5	1.6	-1.9	-0.5	nt	-3.5
COc1ccc(Cc2nc3ccc(C(=O)N4CCCCC4CCO)cc3o2)cc1 (stereo unspecified)	7.0	1.4	2.7	-2.6	3.4	-3.5	24.8*	2.4	-1.7	5.5
Cc1ccccc1-c1cc(C(=O)NCc2cccc(Br)c2)n(CC2CC(c3cccnc3)=NO2)n1 (stereo unspecified)	-13.0	-30.9	5.2	-1.3	8.6	2.2	-12.7	-1.6	-51.9	0.6
O=c1[nH]c2ccc(NS(=O)(=O)c3ccc(Cl)cc3)cc2[nH]1	-2.1	-3.4	1.6	-0.2	-2.0	1.7	2.9	0.6	4.8	0.8
COC(=O)c1sccc1NC(=O)CNC(=O)c1ccccc1	-7.9	3.0	-4.4	-2.4	3.4	-1.9	1.0	2.8	1.2	1.8
O=C(NC1CCCC1)C1CCN(C(=O)c2ccccc2Cl)CC1	5.5	-5.3	-1.2	2.4	1.9	0.6	-3.2	4.5	2.5	5.3
O=C(NC(Cc1ccccc1)C(=O)O)/C(=C/c1ccc([N+](=O)[O-])cc1)NC(=O)c1ccco1 (stereo unspecified)	3.1	4.5	0.4	-2.5	-0.7	9.3	-10.1	9.5	3.5	-6.5
CN1CCN(c2nc3c(c(=O)[nH]c(=O)n3C)n2CC(N)=O)CC1	-4.9	0.2	4.5	4.5	-5.5	3.2	-18.4	-1.6	3.3	4.9
CCC(=O)N/C(N)=N/c1nc2ccccc2o1	-7.0	4.6	-13.4	-4.4	3.7	-3.7	-3.5	3.4	4.1	9.4
COc1ccccc1NC(=O)NCC(c1ccco1)N1CCCCC1 (stereo unspecified)	1.6	-2.7	0.2	0.4	0.8	-4.2	0.1	-3.1	-1.4	-0.2
Cc1cc(NC(=O)Nc2ccccc2)n(C(C)(C)C)n1	1.3	1.0	-2.4	-3.5	-0.1	0.4	0.1	4.0	8.1	-0.8
O=C(NCSc1ccccc1)c1ccccc1	0.7	1.9	0.5	0.2	3.3	1.0	2.5	1.6	3.7	-1.6
NC(=O)CSc1nnc(CSc2ncccn2)n1-c1ccccc1	-2.9	0.7	3.0	-0.8	1.3	-3.9	-0.4	1.5	2.0	-3.1
CCCCc1c(O)nc(SCC(=O)Nc2ccc(C)cc2)n(-c2ccc(OC)cc2)c1=O	3.8	-0.6	-5.4	-9.5	2.9	4.8	-6.8	9.0	1.5	8.4
Cc1ccc(C(=O)N2CCN(C)CC2)cc1S(=O)(=O)N1CCOCC1	11.6	-0.4	-8.2	-1.8	-7.0	-4.1	2.8	1.7	3.1	4.9
CC(C)[C@H](NC(=O)c1ccc(Cl)cc1Cl)C(=O)N1CCC[C@H]1C(=O)NCCc1ccccc1Cl	-0.6	-2.5	3.8	-2.3	-1.7	-1.6	-2.1	-3.0	nt	-11.9
COc1ccc(NC(=O)c2nc[nH]c2C(=O)N(C)Cc2ccccc2)cc1	9.7	-2.2	-6.4	-0.6	2.5	-3.5	0.2	-3.6	0.6	-3.7
Cc1nc(N)c(CC(Br)CBr)c(Cl)n1 (stereo unspecified)	-2.7	-4.5	3.9	2.1	1.1	0.8	15.5	-2.1	5.8	3.8
Cc1ccc(CC2C(=O)N(c3ccc(C)cc3)C(=O)C2C)cc1 (stereo unspecified)	8.5	5.2	-1.5	-1.2	-0.6	-8.1	8.7	-1.6	1.7	2.4
CCCCN(C(=O)c1cccc(S(=O)(=O)N2CCN(C)CC2)c1)c1c(N)n(CC(C)C)c(=O)[nH]c1=O	-4.4	-4.1	7.0	2.5	-6.8	-2.2	9.2	-9.4	-7.0	-1.6
CN(C(=O)c1cc(Cl)c2c(c1)OCCO2)c1c(N)n(Cc2ccccc2)c(=O)[nH]c1=O	-2.5	5.7	-6.0	-3.7	1.8	1.1	0.7	4.8	-2.3	-5.1
O=C(O)c1ccc(-c2ccc(OS(=O)(=O)c3ccccc3F)cc2)cc1	-5.5	-10.6	0.7	-2.9	-8.2	6.2	1.6	-3.0	-11.4	2.7
Cn1cc(CN2CCC(C(O)CCc3ccccc3)CC2)c(-c2ccccc2F)n1 (stereo unspecified)	-2.1	10.4	-8.8	-2.6	-5.4	-6.7	-2.1	0.6	1.3	0.4
O=C(CSc1nnc(NC2CCCCC2)s1)NC1CCS(=O)(=O)C1 (stereo unspecified)	-8.4	4.5	6.0	1.1	-2.5	-1.9	5.3	0.5	7.5	1.2
O=C(CSc1ccc(-c2ccccc2)nn1)NCc1ccco1	2.0	-3.4	-6.0	4.9	1.9	0.3	0.0	4.0	5.3	2.1
CC1CCN(c2nc3c(c(=O)[nH]c(=O)n3C)n2CCCc2ccccc2)CC1	2.1	5.3	-6.4	-5.3	0.5	-0.4	-2.5	4.8	3.2	2.8
Cc1ccc(NC(=O)CN2CCC(C(N)=O)CC2)cc1[N+](=O)[O-]	2.1	3.4	-6.4	-2.8	-3.3	-2.5	4.0	-0.1	-2.3	4.2
Cc1nnc2ccc(-c3ccc(NS(=O)(=O)c4ccccc4F)cc3)nn12	0.5	-2.7	8.7	3.5	1.3	6.6	19.0	1.4	0.6	2.6

These rows are one share of the data; rates above refer to the full screens.
